Screening data deposited in PubChem by National Center for Advancing Translational Sciences (NCATS).
TDP1 inh: blocks human tyrosyl-DNA phosphodiesterase 1 | Q9NUW8 | recombinant TDP1, AlphaScreen DNA substrate cleavage | Potency, µM (titrated, usually from 130 µM), for the others: at the highest dose activity change, negative = inhibition, most hits filed as inhibitors | hit rate 0.28% among 350,000 | AID 485290; further: nearly all actives have a fitted effect of over 40% in size
Target sequence (Q9NUW8 whole entry, looked up): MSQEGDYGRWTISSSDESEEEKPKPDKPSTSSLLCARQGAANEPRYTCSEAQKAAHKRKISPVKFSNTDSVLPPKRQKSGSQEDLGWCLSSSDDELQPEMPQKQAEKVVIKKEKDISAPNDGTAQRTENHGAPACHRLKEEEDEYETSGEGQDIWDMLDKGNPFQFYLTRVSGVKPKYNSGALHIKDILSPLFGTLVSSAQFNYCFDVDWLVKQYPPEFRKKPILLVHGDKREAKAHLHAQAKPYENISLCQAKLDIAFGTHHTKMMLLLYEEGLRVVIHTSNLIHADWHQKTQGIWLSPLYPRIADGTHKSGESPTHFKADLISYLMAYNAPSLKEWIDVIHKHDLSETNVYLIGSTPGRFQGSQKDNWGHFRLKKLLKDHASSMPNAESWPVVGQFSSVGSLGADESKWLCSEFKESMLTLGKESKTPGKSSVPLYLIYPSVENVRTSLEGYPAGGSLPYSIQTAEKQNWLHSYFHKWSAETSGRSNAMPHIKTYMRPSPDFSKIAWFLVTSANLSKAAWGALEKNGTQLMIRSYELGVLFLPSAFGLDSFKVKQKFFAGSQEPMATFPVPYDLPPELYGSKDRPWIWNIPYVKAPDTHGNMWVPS
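Steps: enzyme plus compound, 15 min RT; add biotin/phosphotyrosine-FITC oligonucleotide (15 nM final), react 5 min; add donor/acceptor beads (10 ug/ml final), 10 min; read AlphaScreen. Tdp1 at 1 nM final.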
N370S GC mod: inhibits or activates N370S mutant glucocerebrosidase | N370S GC spleen homogenate, 4MU-glucoside fluorescence | Potency, µM (titrated, usually from 59.4 µM), for inactives: at the top dose activity change, negative = inhibition, hits mostly inhibitors | hit rate 0.092% among 330,000 | P04062;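 further: 0% = full enzyme activity and -100% = no enzyme basal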
FEN1 inhibitor: blocks human flap endonuclease 1; hit rate 0.35% among 390,000; Potency, µM (doses to about 114 µM), for the others: at the highest dose activity change, negative = inhibition, usual class: inhibitors; Recombinant FEN1 flap cleavage, fluorescence, 15 min; P39748; AID 588795; further: nearly all actives have a fitted effect of over 65% in size
Target sequence (P39748 whole entry, looked up): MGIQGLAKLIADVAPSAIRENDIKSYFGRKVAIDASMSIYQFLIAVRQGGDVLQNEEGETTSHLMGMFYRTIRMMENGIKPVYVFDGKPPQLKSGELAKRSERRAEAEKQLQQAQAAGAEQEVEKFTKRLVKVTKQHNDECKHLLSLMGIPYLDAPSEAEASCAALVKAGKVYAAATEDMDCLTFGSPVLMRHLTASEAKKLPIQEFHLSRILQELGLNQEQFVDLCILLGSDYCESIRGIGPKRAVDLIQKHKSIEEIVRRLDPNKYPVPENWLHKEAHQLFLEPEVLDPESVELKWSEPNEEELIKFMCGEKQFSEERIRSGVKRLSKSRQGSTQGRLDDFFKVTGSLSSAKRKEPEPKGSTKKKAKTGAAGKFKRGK
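FEN1 at 10 nM, compound pretreatment for 15 min (room temperature), 50 nM final substrate to initiate; endpoint reads at 0 and 15 min; DMSO-only plates used as vehicle background.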
The depositor's hits bear a star; ? = inconclusive; · = not tested or not shown; [ ] = dose if it differs, or a comment. The call rests on the fitted dose curve; in most records, active means well fitted curve in the direction sought with a large enough effect; inconclusive means small, poorly fitted or top-dose-only effect, or another doubt; inactive means no such curve, though single readings can be large; an effect the other way counts as inactive or inconclusive. Unless noted, on the % scale 0 is the no-effect control and ±100 the full control effect; potency means the concentration at half of the fitted maximal effect.

| TDP1 inh | N370S GC mod | Molecule | FEN1 inhibitor |
| --- | --- | --- | --- |
| 8% | -16% | O=C(Nc1cccc(C(F)(F)F)c1)Oc1ccc(Cl)c2cccnc12 | -24% |
| 5% | -8% | COc1ccc2oc(C(=O)Nc3nc(-c4ccccn4)cs3)c(C)c2c1 | -4% |
| -2% | 4% | COC(=O)C(Cc1c[nH]c2ccccc12)NC(=O)C(C)C (stereo not drawn) | -3% |
| 2% | · | CCCCCCSc1cc(-c2nc3ccc(C)cn3c2NCCCC)ccc1OC | ? |
| 0% | 29% | O=C(NC(=S)Nc1ccccc1N1CCCC1)c1ccc(F)cc1 | -19% |
| 0% | -4% | O=C1CCCN1c1ccc(S(=O)(=O)NCCc2ccc(Cl)cc2)cc1 | 13% |
| 7% | 0% | O=C(NC1CCCCC1)c1ccc(COc2ccccc2)o1 | -4% |
| -1% | 30% | Cc1ccc(-n2c(=O)c3sccc3n(Cc3cc(=O)n4ccccc4n3)c2=O)cc1F | · |
| -1% | · | CCCn1c(=O)c2c(C(=O)OCC)cc(-c3ccco3)nc2n(CCC)c1=O | -5% |
| 4% | -1% | CC(=O)Oc1ccc(N2C(=O)C3C4C=CC(CC4)C3C2=O)cc1[N+](=O)[O-] (stereo not drawn) | 13% |
| 3% | 0% | COc1ccc(C(C)NC(=O)Cc2cccs2)cc1 (stereo not drawn) | 1% |
| 1% | · | CC1CCC2(CC1)NC(=O)N(CC(=O)Nc1ccc3c(c1)OCO3)C2=O (stereo not drawn) | -3% |
| · | 4% | COc1ccc2oc(=O)c(C(=O)NCc3ccc(C)cc3)cc2c1 | 5% |
| 6% | · | Cc1ccc2cccc(NC(=O)c3ccc(-c4cc(Cl)ccc4Cl)o3)c2n1 | -4% |
| · | -17% | N#CC1(c2ccccc2)CCN(S(=O)(=O)c2ccc(OC(F)(F)F)cc2)CC1 | 11% |
| 5% | -3% | CCC(C)[C@H](NC(=O)NCc1ccc(Cl)cc1)C(=O)O (stereo partly drawn) | -4% |
| 1% | · | COc1ccccc1NC(=O)C(C)Sc1nccn1C (stereo not drawn) | -8% |
| 4% | 8% | CC(C)CC(NC(=O)C1CCCCC1)C(=O)NCc1ccccn1 (stereo not drawn) | 4% |
| 1% | 4% | CC1Cc2ccccc2N1S(=O)(=O)c1cccc(C(=O)NC2CC2)c1 (stereo not drawn) | 8% |
| -3% | 1% | COc1ccccc1Oc1ccccc1C(=O)O | -3% |
| · | -18% | N#CCCN(C(=O)COC(=O)Cc1c[nH]c2ccccc12)c1ccccc1 | -6% |
| 2% | -9% | COc1ccc(Cn2c(CO)cnc2SCC(=O)Nc2cccc(NC(C)=O)c2)cc1 | 15% |
| 3% | 5% | COc1ccc(Oc2nccc(-c3ccc(Cl)cc3)n2)cc1 | -10% |
| 0% | -6% | O=C(NCCCN1CCN(c2ccccc2F)CC1)C1CCCN(S(=O)(=O)c2cnc[nH]2)C1 (stereo not drawn) | 20% |
| · | -10% | Cc1ccc(NC(=O)CCNC(=O)c2ccc([N+](=O)[O-])cc2)cc1C | -8% |
| 4% | 10% | Cc1cc(C(=O)N/N=C/C(Cl)=C/c2ccccc2)c(C)o1 | -4% |
| 2% | 5% | COc1ccc(NC(=O)CN2CCN(c3ccccc3F)CC2)cc1 | 21% |
| 5% | 0% | NC(=O)[C@H]1CC2(CC(c3cccc(NC(=O)[C@H]4CCC(=O)N4)c3)=NO2)CN1C(=O)c1cc([N+](=O)[O-])cc([N+](=O)[O-])c1 (stereo partly drawn) | 11% |
| 3% | 10% | CCOC(=O)CC(=O)CSc1nnc2sc3ccccc3n12 | 7% |
| 11% | · | Fc1ccc(-c2cc(-c3nc(-c4ccccc4)no3)[nH]n2)cc1 | 14% |

Carrying on.
| TDP1 inh | N370S GC mod | Molecule | FEN1 inhibitor |
| --- | --- | --- | --- |
| 3% | -29% | COc1cc(/C=C/C(=O)c2ccc(NS(=O)(=O)c3ccc(C)cc3)cc2)cc(OC)c1O | ? |
| 9% | -30% | O=C(CSc1nnnn1-c1ccc(O)cc1)Nc1ccc(N2CCOCC2)c(Cl)c1 | -10% |
| · | -4% | Cc1cc(C)c(NS(=O)(=O)c2ccc3c(c2)n(C)c(=O)n3C)c(C)c1 | -2% |
| -2% | 0% | COC(=O)[C@@H](NC(=O)Nc1ccc(OC)cc1)C(C)C | 2% |
| 9% | -4% | C[C@]12CCC(=O)C=C1CCC1C2C(O)C[C@]2(C)C1CC[C@]2(O)C(=O)COC(=O)CCC(=O)O (stereo partly drawn) | · |
| 1% | · | COC(=O)[C@@]12CCCCN1[C@H](c1ccc(-c3cccc(Cl)c3)cc1)[C@@H]1C(=O)N(C)C(=O)[C@@H]12 | 8% |
| -2% | -9% | Cc1ccc(C)c(OCCC(=O)NNC(=O)c2ccncc2)c1 | 1% |
| 3% | -13% | N#Cc1ccccc1OCC(=O)OCCCOC(=O)COc1ccccc1C#N | -10% |
| 0% | -4% | COc1ccc(Cc2noc(CN(C)Cc3ccc(-n4cccn4)cc3)n2)cc1OC | -8% |
| 2% | -9% | CC(NC(=O)c1ccco1)C(=O)N1CCN(c2ccccc2)CC1 (stereo not drawn) | 9% |
| · | 5% | CNC(=O)COC(=O)c1ccc(Cl)c(S(=O)(=O)N2CCCC2)c1 | 14% |
| 3% | -21% | Clc1cccc(CSC2=NCCCN2)c1 | -2% |
| 1% | -7% | Cc1ccc(CNC(=O)C(=O)NCC2OCCN2S(=O)(=O)c2ccc3c(c2)OCCO3)cc1 (stereo not drawn) | 4% |
| 3% | 3% | O=S(=O)(NCC1CCCO1)c1ccc(-c2ccc(Cl)cc2)cc1 (stereo not drawn) | 6% |
| 7% | 21% | COc1ccc(OC)c(NC(=S)N(CCc2c(C)[nH]c3ccccc23)Cc2cccs2)c1 | -13% |
| · | -15% | CCOc1c(Br)cc(C2NC(=O)CCC2[N+](=O)[O-])cc1OC (stereo not drawn) | -5% |
| 8% | 10% | COc1cccc(OCCSc2nc3ccccc3c(=O)[nH]2)c1 | 2% |
| · | -3% | COc1cc([C@@H]2C[C@H]3CN(c4ccccc4)C(=O)[C@]34CCCN24)cc(OC)c1OC | 0% |
| 8% | 13% | Cc1cccc(C)c1NC(=O)CN1C(=O)NC(C)(CCc2ccccc2)C1=O (stereo not drawn) | -3% |
| 5% | ? | COc1cc(C(C)=O)ccc1OCCN1CCC(Cc2ccccc2)CC1 | 5% |
| 3% | 2% | Cc1ccc(NC(=O)N2CCC(C(=O)c3ccc(F)cc3)CC2)cc1 | 2% |
| -6%[0.505 µM] | 3% | COCCN(C(=O)c1ccc(N2C(=O)c3ccccc3C2=O)cc1)c1c(N)n(CC(C)C)c(=O)[nH]c1=O | -2% |
| 1% | -6% | CCOc1cc(Br)c(CC(=O)O)cc1OCC | 12% |
| 2% | -1% | O=C(Nc1ccccc1F)Nc1ccccc1Br | 0% |
| 5% | · | Cc1cccc(-n2c(SCC(=O)c3ccccc3)nnc2-c2ccc(Br)cc2)c1 | 2% |
| · | -17% | COc1ccc(S(=O)(=O)NCCN2CCOCC2)c(C)c1C | 3% |
| 0% | 9% | COc1ccc(-c2cc([C@H]3[C@H]4C=CC[C@@H](C)[C@@H]4C(=O)N3Cc3ccccc3)ccc2F)cc1OC | -24% |
| · | -12% | CCOCCCN(C(=O)Cn1nnc(-c2ccc(OC)c(OC)c2)n1)C(C(=O)NCC1CCCO1)c1ccc(F)cc1 (stereo not drawn) | -5% |
| -3% | 0% | CCCc1nc2c([nH]1)c(=O)n(C)c(=O)n2C | 22% |
| -2% | 9% | CN(CC(=O)O/N=C(\N)c1cccc([N+](=O)[O-])c1)S(=O)(=O)c1ccccc1 | 0% |

Three neighbouring compounds from above, for reference:
| TDP1 inh | N370S GC mod | Molecule | FEN1 inhibitor |
| --- | --- | --- | --- |
| 0% | 9% | COc1ccc(-c2cc([C@H]3[C@H]4C=CC[C@@H](C)[C@@H]4C(=O)N3Cc3ccccc3)ccc2F)cc1OC | -24% |
| · | -12% | CCOCCCN(C(=O)Cn1nnc(-c2ccc(OC)c(OC)c2)n1)C(C(=O)NCC1CCCO1)c1ccc(F)cc1 (stereo not drawn) | -5% |
| -3% | 0% | CCCc1nc2c([nH]1)c(=O)n(C)c(=O)n2C | 22% |

The results go on.
| TDP1 inh | N370S GC mod | Molecule | FEN1 inhibitor |
| --- | --- | --- | --- |
| 5% | 10% | Cc1ccc(-c2csc3ncnc(-n4cnc5ccccc54)c23)cc1 | -2% |
| -2% | · | COC(=O)c1c(NC(=O)c2cc(=O)c3c(C)cc(C)cc3o2)sc2c1CCCC2 | -3% |
| 0%[56.1 µM] | · | O=C(CN1CCCC1c1ccc2c(c1)OCCO2)NC(=O)Nc1ccccc1 (stereo not drawn) | -1% |
| 2% | -4% | COc1cccc(NC(=O)Nc2nnc(CC(=O)NCc3ccccc3)s2)c1 | -5% |
| · | -3% | Cc1ccc(C2Nc3ccccc3NC3=C2C(=O)CC(C)(C)C3)c(O)c1 (stereo not drawn) | -9% |
| 8% | -14% | O=C(/C=C/c1ccco1)Nc1ccc(Cl)c(S(=O)(=O)N2CCOCC2)c1 | -13% |
| · | -8% | COCCCNC(=S)N1CCN(c2nc(-c3ccc(F)cc3)cs2)CC1 | -8% |
| 0% | -19% | COc1cc(-c2nc3cc(C)ccn3c2NC2CCCCC2)ccc1-c1ccc(C(C)=O)cc1 | -22% |
| -5% | 5% | N#Cc1ccc(CSc2nnc(NC(=O)c3ccc(=O)[nH]c3)s2)cc1 | -25% |
| 5% | -4% | c1ccc(C(c2ccccc2)N2CCN(c3nc4ccccc4n4cnnc34)CC2)cc1 | -5% |
| 3% | · | Cc1cc(F)ccc1NC(=O)C1CCCN(C(=O)c2cnn(-c3ccccc3)c2-n2cccc2)C1 (stereo not drawn) | -1% |
| -14% | 27% | COc1cc(Cl)c(C)cc1NC(=O)CSc1ccccc1 | -23% |
| · | ? | N=c1oc2cc(O)ccc2cc1C(=O)Nc1ccc(F)cc1 | 15% |
| 0% | -20% | Cc1nc(CN(C)C(=O)c2cc(COc3c(F)cccc3F)on2)cs1 | -3% |
| 0% | -2% | CCCn1c2c(c(O)c(C(=O)Nc3ccc(OCC)cc3)c1=O)CCCC2 | 0% |
| -6% | -9% | CCOC(=O)C(=NC1CCS(=O)(=O)C1)NNc1cc(Cl)ccc1Cl (stereo not drawn) | -25% |
| -2% | -7% | OCC[C@H]1C[C@H](O)[C@@H](O)[C@@]2(CCCc3ccccc3O2)O1 | 19% |
| 3% | 3% | CN1CCNC(=O)C1CC(=O)O (stereo not drawn) | 10% |
| 9% | -11% | Oc1ccc(/C=N/Nc2ccnc3cc(Cl)ccc23)cc1O | ? |
| -3% | · | CC(C)(C)OC(=O)C[C@H]1C/C=C\C[C@H](CC(=O)N(CCO)Cc2ccccc2)C(=O)NCCOC1=O | -9% |
| 5% | -2% | CNc1ncnc2sc(-c3ccccc3)cc12 | -15% |
| -1% | -19% | CC(C)N1CCN(Cc2ccc(C#CC(C)(C)O)s2)CC1CCO (stereo not drawn) | 8% |
| 6% | -1% | N#C/C(=C\N1CCN(Cc2ccc3c(c2)OCO3)CC1)c1nc2ccccc2s1 | -14% |
| 2% | · | C[C@@H]1CN([C@@H](C)CO)C(=O)c2cc(N(C)C)ccc2O[C@@H]1CN(C)Cc1ccncc1 | -6% |
| 8% | -2% | COc1ccc(N2C(=O)[C@@H]3[C@H](C2=O)[C@H]2C=CC=NN2[C@@H]3C(=O)Nc2ccc(Cl)cc2)cc1 | -2% |
| -10% | -19% | NS(=O)(=O)c1ccc(CCNC(=O)c2ccc(OCC3CCCO3)cc2)cc1 (stereo not drawn) | -11% |
| · | -15% | O=[N+]([O-])c1ccc(/C=C/c2ccc3cccc(O)c3n2)cc1 | -6% |

Sorted by value in N370S GC mod (highest first): 3 from the list above
| TDP1 inh | N370S GC mod | Molecule | FEN1 inhibitor |
| --- | --- | --- | --- |
| -1% | 30% | Cc1ccc(-n2c(=O)c3sccc3n(Cc3cc(=O)n4ccccc4n3)c2=O)cc1F | · |
| 0% | 9% | COc1ccc(-c2cc([C@H]3[C@H]4C=CC[C@@H](C)[C@@H]4C(=O)N3Cc3ccccc3)ccc2F)cc1OC | -24% |
| 3% | -21% | Clc1cccc(CSC2=NCCCN2)c1 | -2% |

Sorted by length of the SMILES (smallest number first): 4 of the compounds above.
| TDP1 inh | N370S GC mod | Molecule | FEN1 inhibitor |
| --- | --- | --- | --- |
| · | -15% | O=[N+]([O-])c1ccc(/C=C/c2ccc3cccc(O)c3n2)cc1 | -6% |
| -5% | 5% | N#Cc1ccc(CSc2nnc(NC(=O)c3ccc(=O)[nH]c3)s2)cc1 | -25% |
| 3% | · | Cc1cc(F)ccc1NC(=O)C1CCCN(C(=O)c2cnn(-c3ccccc3)c2-n2cccc2)C1 (stereo not drawn) | -1% |
| 2% | · | C[C@@H]1CN([C@@H](C)CO)C(=O)c2cc(N(C)C)ccc2O[C@@H]1CN(C)Cc1ccncc1 | -6% |

Compounds as they come. About 0.53% of those tested had a hit in this group.
